# Casp6 inh = caspase-6 (human) enzyme inhibition; P55212; purified caspase-6, Z-VEID-R110 cleavage fluorescence; inhibition, % at 12.5 µM; 350,000 compounds, 0.53% hits; AID 686996;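 active = mean inhibition across replicates at least about 35%, with every replicate also reaching that limit, limit read from the data; inconclusive = only one of the two criteria met; inactive = neither criterion met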;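 also: 0% = median of neutral control wells and 100% = no fluorescence left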
# Target sequence (P55212 24-179 limits assumed): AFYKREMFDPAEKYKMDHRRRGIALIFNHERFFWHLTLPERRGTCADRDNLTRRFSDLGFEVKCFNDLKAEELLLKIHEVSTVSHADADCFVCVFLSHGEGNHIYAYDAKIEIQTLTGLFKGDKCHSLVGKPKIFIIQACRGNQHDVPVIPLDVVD
# Target sequence (P55212 194-293 limits assumed): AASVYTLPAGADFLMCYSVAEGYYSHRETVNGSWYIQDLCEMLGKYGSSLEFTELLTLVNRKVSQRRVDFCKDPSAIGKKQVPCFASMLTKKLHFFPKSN
# CFTR F508del cor = correctors of CFTR F508del function in bronchial epithelial cells; CFBE cells, YFP halide quenching; stimulated with forskolin plus potentiator P3; % fluorescence drop versus neutral controls; activity (quench increase), % at 7.58 µM; 350,000 compounds, 0.36% hits;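 active = mean added fluorescence quench of at least 8% versus neutral control, with both replicates also reaching 8%; inconclusive = only one of the mean or replicate conditions met; inactive = mean below 8% and not both replicates reaching 8%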;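 also: cells transiently co-express mutant CFTR-F508del with the halide-sensitive YFP; corrector assay measuring rescue of mutant channel to the surface after 24 h compound exposure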
# INS-1E GSIS act = primary screen for activators of insulin secretion dependent on glucose, INS-1E cells, GLuc reporter luminescence; AID 743287; INS-1E GLuc reporter insulin secretion, 2-3 h; activation, % at 16.6 µM; 370,000 compounds, 0.61% hits;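 active = lowest replicate activation of at least 40%, so every replicate reaches that level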;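 also: 0% = median of neutral control wells and 100% = median of IBMX positive control wells; some compounds called inactive have numbers as strong as hits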
# E-sel inducer = induces E-selectin expression in human endothelial cells | P16581 | HUVEC E-selectin immunofluorescence imaging; normalized: neutral wells 0, TNF-alpha wells 100 | activation, % at 7.58 µM | 260,000 compounds, 0.37% hits;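 active = mean E-selectin-positive cell signal at least 10% of the positive control, reached in at least 60% of replicates, without over 20% cell loss; inconclusive = no rule given, readout overlaps actives, possibly toxicity-flagged; inactive = the rest, including those meeting only one limit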;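 also: in these data hits start at about 27%; measured in HUVEC primary endothelial cells; signal is the percent of cells scored E-selectin positive by PE staining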
#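 System: HUVEC / Compound: single concentration / Signal: immunofluorescence imaging / Read-out: percent E-selectin-positive cells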
# RAD54 branch = blocks human RAD54 Holliday junction branch migration; Q92698; FAM/BHQ fluorescence; inhibition, % at 10.4 µM; 360,000 compounds, 0.14% hits; AID 602329;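 active = mean normalized replicate activity at least 40 and at least half of replicates scoring 40 or more; inconclusive = only one of the two criteria met; inactive = mean below 40 and under half of replicates reaching 40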;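 also: 0% = median of neutral control wells and 100% = median of positive control wells; inhibitors cause a drop in the FAM fluorescence signal; in these data hits start at about 50%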
# XiGFP reactiv = activators of X-chromosome reactivation in mouse fibroblasts; XiGFP mouse fibroblasts, % GFP-positive cells imaging, 3 d; cells co-treated with 5-aza-dC sensitizer; scaled so ellipticine positive control = 100%; activation, % at 7.58 µM; 360,000 compounds, 0.055% hits;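 active = mean normalized replicate activation at least 10% and every replicate at or above 10%; inconclusive = only one of the two criteria met; inactive = mean below 10% and not all replicates reach 10%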;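 also: 0% = median of on-plate neutral control wells and 100% = ellipticine 6 µM median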
#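 Material: SV40-immortalized XiGFP fibroblast cells, line 68-5-11 | Buffer or medium: DMEM containing 5-aza-dC | Dosing: One concentration, pinned | Times: 3 d treatment, 15 min room-temperature fixation | Controls: Ellipticine 6 µM positive control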
# DENV2 CPE = DENV2-induced cell death inhibition; AID 651640; 350,000 compounds, 1.7% hits; DENV2-infected cells, cytopathic effect rescue, plate reader; CPE inhibition, % at 9.99 µM; in the data active = CPE inhibition above about 20%, passing the limit was not always enough; inconclusive = no clear call, values can overlap the other calls; tested in BHK-21 cells;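 also: 0% = median of neutral control wells and 100% = median of positive control wells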
# RAD52 inh = RAD52 (human) annealing inhibition | P43351 | recombinant RAD52 DNA annealing, FRET fluorescence | AID 651710 | inhibition, % at 18.7 µM | 360,000 compounds, 0.46% hits;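 active = every replicate showing at least 50% inhibition; inconclusive = mean inhibition at least 50% but not in every replicate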
# Target sequence (P43351 whole entry, looked up): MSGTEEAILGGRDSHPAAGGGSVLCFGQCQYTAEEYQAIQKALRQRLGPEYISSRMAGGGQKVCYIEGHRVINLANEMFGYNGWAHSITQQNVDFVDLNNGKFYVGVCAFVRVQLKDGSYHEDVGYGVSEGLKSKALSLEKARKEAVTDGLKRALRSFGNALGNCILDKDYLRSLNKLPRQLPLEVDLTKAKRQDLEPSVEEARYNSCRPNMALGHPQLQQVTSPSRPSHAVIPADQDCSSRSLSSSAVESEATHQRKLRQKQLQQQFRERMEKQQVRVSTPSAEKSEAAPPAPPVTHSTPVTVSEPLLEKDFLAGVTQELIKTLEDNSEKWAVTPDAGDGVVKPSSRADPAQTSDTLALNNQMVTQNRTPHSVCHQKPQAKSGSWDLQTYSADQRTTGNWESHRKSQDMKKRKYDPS
# Numbers without * were called inactive; ? = inconclusive; nt = not tested or not shown.
SMILES,Casp6 inh,CFTR F508del cor,INS-1E GSIS act,E-sel inducer,RAD54 branch,XiGFP reactiv,DENV2 CPE,RAD52 inh
COc1ccccc1/C=N/NC(=O)CC(=O)NCCc1ccccc1,0,0.3,-1,nt,9,0.0,2,-9
O=C(NCc1ccco1)C1CC(c2ccccc2O)=NO1 (stereo not given),-1,2.4,-12,nt,nt,0.1,12,-14
O=C(COc1ccc(CNC[C@H]2O[C@@H](n3ccc(=O)[nH]c3=O)[C@H](O)[C@@H]2O)cc1)Nc1nccs1,1,-5.3,nt,-0.1,15,0.4,5,-11
CC(C)=CCOc1c2ccoc2c(OCC=C(C)C)c2oc(=O)ccc12,1,-1.5,5,nt,-27,nt,2,1
COc1ccc(-c2csc(N3N=C(C)C(C)C3=O)n2)cc1 (stereo not given),-3,-2.6,10,nt,nt,0.1,1,-5
C[C@@H]1CN([C@H](C)CO)C(=O)c2cc(NC(=O)C3CCCCC3)ccc2O[C@@H]1CN(C)Cc1ccc(Oc2ccccc2)cc1,nt,-2.6,-15,0.0,nt,0.0,nt,nt
COc1ccc(S(=O)(=O)NC2CC3CCC2C3)cc1 (stereo not given),0,-1.6,-1,0.1,-14,0.5,1,-15
COc1cccc(NC(=O)N2C3CCCC2CC(NC(=O)C2CC2)C3)c1 (stereo not given),-2,-0.6,16,nt,2,0.0,5,5
CC(C)Oc1ccc(CN2CCC2(C)C(=O)Nc2cccc(Oc3ccccc3)c2)cc1 (stereo not given),-3,3.5,-9,-0.1,-6,0.0,-15,-7
CCS(=O)(=O)N1CC(=O)N2[C@H](CO)[C@@H](c3ccc(-c4ccccc4)cc3)[C@@H]2C1,-1,-0.2,7,0.7,nt,0.4,10,7
O=[N+]([O-])c1ccc(-c2c[nH]c(=S)[nH]2)cc1,3,-3.3,7,0.0,7,0.0,5,0
O=C(Cc1cccc(NC(=O)C2CCN(C(=O)C3CCCC3)CC2)c1)Nc1cccc(C(=O)N2CCOCC2)c1,2,-4.8,5,-0.1,-19,0.4,-8,-11
CC(=O)Nc1ccc(NC(=O)C(C)OC(=O)c2ccccc2Sc2ccccc2C#N)cc1 (stereo not given),-2,-2.9,-5,nt,-4,0.0,17,-22
CCCN1C[C@H](C)[C@H](OC)CN(C)C(=O)c2cc(NC(=O)C3CCOCC3)ccc2OC[C@H]1C,1,-6.0,13,0.0,2,0.2,1,-3
C[C@H](O)C#Cc1cnc2c(c1)C(=O)N([C@H](C)CO)C[C@H](C)[C@H](CN(C)Cc1cccc(F)c1)O2,0,0.9,13,0.5,3,0.0,-6,7
CCOC(=O)c1ccccc1NC(=O)c1cn(-c2ccc(OC)cc2)c(=O)c2ccccc12,nt,nt,-2,1.3,0,0.0,nt,nt
CC1(C)Cc2c(ccc3ccccc23)-c2nnc(-c3cccnc3)n21,1,nt,-9,nt,-3,nt,nt,-10
On1ccccc1=S,-7,-4.5,87*,-0.5,5,0.5,6,-5
CC(=O)c1ccc(N2Cc3ccccc3C3(CCOCC3)C2=N)cc1,0,1.6,20,0.2,nt,-0.1,3,-1
CCN1CC(CN(C)Cc2nc(Cc3ccccc3)no2)CC1=O (stereo not given),-2,0.1,-2,nt,-13,0.3,-6,-13
Cc1c(C(=O)NCc2ccccc2CN2CCCC2)oc2ccc(F)cc12,0,0.1,nt,3.6,-16,0.2,-1,-20
COCC(=O)N(C)C[C@H]1Oc2ncc(-c3ccc(F)cc3)cc2C(=O)N([C@@H](C)CO)C[C@H]1C,-2,0.4,29,0.1,-11,0.0,20,3
CNC(=O)/C(=C\C=C\c1ccccc1)NC(=O)c1ccc([N+](=O)[O-])cc1,3,-0.9,-16,nt,8,nt,2,-17
Cc1ccc(S(=O)(=O)N2CCN(c3ccccc3)CC2)cc1C,-6,nt,nt,nt,9,0.2,10,-16
CCN(CC)C(=O)Cn1cc(S(=O)(=O)CC(=O)Nc2ccccc2F)c2ccccc21,1,-0.9,5,-0.8,4,-0.1,-1,-7
COc1ccc([C@H]2CC(=O)C=C(c3ccc4c(c3)sc3ccccc34)C2)cc1,3,-4.6,14,-0.1,5,-0.1,-11,-39
Cc1ccc2c(c1)c(N=Nc1ccc([N+](=O)[O-])cc1)c(O)n2C,-1,4.1,4,0.4,1,0.1,2,-7
O=C(CCCOc1ccc(Cl)cc1Cl)N/N=C\C1CCCCC1,4,1.8,-14,nt,-5,nt,-3,-14
Cc1noc(C)c1NC(=O)N(C)C[C@@H]1Oc2ccc(NC(=O)NC(C)C)cc2C(=O)N([C@H](C)CO)C[C@@H]1C,12,2.9,8,0.3,-3,-0.1,1,-18
Cc1ccccc1S(=O)(=O)NCC[C@@H]1CC[C@H](NS(=O)(=O)c2ccccc2C)[C@@H](CO)O1,-1,-1.5,5,-0.2,-6,-0.5,-3,-3
O=C(O)CCCN1C(=O)c2cccc3cccc(c23)C1=O,-1,1.3,-23,0.3,10,0.1,-10,-27
Cc1ccc(-n2c(C(C)C)nc3oc4ccccc4c(=O)c3c2=O)cc1,1,0.1,1,3.0,nt,-0.1,3,-1
C[C@@H]1CN([C@@H](C)CO)C(=O)Cc2cc(NC(=O)NC3CCCCC3)ccc2O[C@H]1CN(C)Cc1ccc(Oc2ccccc2)cc1,3,-4.4,10,0.2,0,-0.6,-19,-7
C[C@H]1CN([C@@H](C)CO)C(=O)c2cc(NC(=O)C3CC3)ccc2O[C@H]1CN(C)S(=O)(=O)c1ccccc1,-1,-2.2,12,0.0,3,0.1,?,-3
CCCOc1ccc(-c2cc(C(F)(F)F)c(C#N)c(SCC(=O)O)n2)cc1,7,-2.8,-17,nt,nt,0.1,-3,9
O=C(Nc1ccc(Cl)c(Cl)c1)N[C@@H]1CC[C@H](CCn2cc(C3CC3)nn2)O[C@H]1CO,-2,-0.7,-22,0.0,2,-0.6,4,-9
Cc1cccc(C)c1NC(=O)CN1CCN(CC(=O)NCC2(N3CCCCC3)CCCCC2)CC1,-14,-1.8,-11,0.2,-5,1.4,-5,-19
CC(C)C[C@H](NC(=O)c1nc[nH]c1C(=O)NCC(=O)OC(C)(C)C)C(=O)OCc1ccccc1,0,1.7,-36,-0.1,-9,0.0,?,-4
O=c1c2ccccc2oc2ccc(-c3ccc4[nH]ccc4c3)cc12,nt,-1.9,15,6.7,3,0.3,nt,nt
CCN1CCC2(CC1)Oc1c(OC)cccc1C1CC(c3cccnc3)=NN12 (stereo not given),-3,1.4,7,nt,-3,0.0,-3,-14
C[C@H](c1ccccc1)n1nnc(COCc2ccccc2)c1C#CCOCc1ccccc1,-3,-0.9,nt,0.0,5,0.6,2,-16
O=C1CCNCCN1[C@H](CO)c1ccccc1,2,3.9,nt,nt,-6,0.0,-13,-70
Cc1cccc(C)c1NC(=O)C1c2ccccc2OCC(=O)N1Cc1ccccc1 (stereo not given),-2,3.7,-11,0.8,nt,-0.1,1,-13
FC(F)(F)c1nnc2c3ccccc3c(Cl)nn12,2,-4.3,5,nt,-4,0.0,5,-2
COc1ccc(CNC(=O)CCS(=O)(=O)c2ccc(Br)cc2)cc1,57*,2.6,28,nt,-1,0.0,-4,-7
Cc1cc(S(=O)(=O)Nc2ccccc2C)ccc1F,2,nt,6,nt,0,nt,nt,-4
COC(=O)NCC(C)OC(=O)Nc1ccc(Cl)cc1 (stereo not given),2,2.3,-1,nt,nt,0.0,-3,1
C=CCn1c(SC(C)C#N)nc2sc(CC)cc2c1=O (stereo not given),-3,0.4,6,0.5,nt,-0.1,-5,-10
COc1ccc(Cl)cc1-c1cc(C(=O)NCc2cccs2)[nH]n1,6,1.5,-13,0.1,-2,0.1,?,-11
COc1ccc(NC(=O)Cn2cnc3sc(C)c(S(=O)(=O)N4CCN(C)CC4)c3c2=O)cc1OC,-2,-1.7,-4,nt,nt,0.3,9,-10
# The list continues:
SMILES,Casp6 inh,CFTR F508del cor,INS-1E GSIS act,E-sel inducer,RAD54 branch,XiGFP reactiv,DENV2 CPE,RAD52 inh
COC(=O)[C@H](Cc1ccccc1)N(C)S(=O)(=O)c1cccc(S(=O)(=O)N(C)[C@@H](Cc2ccccc2)C(=O)OC)c1,nt,3.6,-3,0.2,10,0.1,-7,-3
Nn1c(=S)[nH]c2sc3c(c2c1=O)CCCC3,0,nt,nt,nt,nt,-0.1,-3,-16
CC(=O)NCCc1nc2ccccc2n1CCOc1ccccc1,-1,-1.4,21,-0.2,-6,-0.2,7,-5
COc1ccc(C(=O)NCC2CCCCC2)cc1S(=O)(=O)N1CCCC1,-1,-1.4,2,nt,2,0.2,-1,-6
O=S1(=O)CC/C(=N/Nc2ccc(C(F)(F)F)cn2)c2cc(F)ccc21,-1,-1.8,1,0.1,nt,0.2,-8,-12
O=C(C[C@H]1CC[C@@H](NS(=O)(=O)c2ccc(F)cc2)[C@@H](CO)O1)NCCN1CCCCC1,-1,-1.9,-3,-1.3,6,0.1,0,-2
COc1ccc2c3c(n(C)c2c1)[C@H](CO)N(C)CC31CN(S(=O)(=O)c2cccc(C)c2)C1,-2,1.8,-6,0.0,nt,0.0,-8,1
Cc1ccc(O)c(C(=O)c2cc(C#N)c(=O)n(C(C)c3ccccc3)c2)c1 (stereo not given),-1,3.8,-8,-1.0,nt,-0.2,15,-50
COc1ccccc1C(=O)NC(=S)Nc1ccc(S(=O)(=O)N2CCN(C)CC2)cc1,2,nt,-3,-0.2,5,1.5,3,-7
CC(=O)Nc1ccc(S(=O)(=O)N2CCN(c3cc(C)ccc3C)CC2)cc1,0,2.2,-46,-0.9,11,-0.1,-12,-12
Cc1nn(-c2ccccc2)c(C)c1NC(=O)Cc1cccs1,2,2.1,-2,nt,11,0.0,-8,-20
Cc1onc(-c2ccccc2)c1C(=O)N1CCCN2C(=O)c3ccccc3C21 (stereo not given),2,-2.5,7,0.0,nt,-0.1,5,-7
O=C(CSCC(=O)Nc1cccc2ccccc12)Nc1cccc2ccccc12,-5,-0.4,25,0.5,-3,0.2,2,-23
O=C(c1cccnc1)N1C[C@H]2[C@@H](c3ccccc31)[C@@H](CO)N2C(=O)Nc1ccccc1F,1,0.5,-4,-0.1,0,0.2,-3,-2
C[C@@H]1CC[C@]2(O[C@H](CCO)C[C@H](O)[C@H]2O)O1,0,-0.4,-10,0.1,-2,0.3,39*,-5
O=C(C[C@H]1CC[C@@H]2[C@H](COC[C@@H](O)CN2C(=O)Nc2ccc(Cl)cc2)O1)NCC1CC1,2,-1.7,-26,0.1,8,0.2,-3,3
Cc1ccc(S(=O)(=O)Nc2ccc3c(c2)CC(=O)N([C@H](C)CO)C[C@@H](C)[C@@H](CN(C)C(=O)Nc2ccc4c(c2)OCO4)O3)cc1,2,-0.5,-3,-0.1,-2,-0.6,1,1
COc1ccc(S(=O)(=O)N(C)CC(=O)NCCN2CCOCC2)cc1C,-1,-2.0,-9,nt,-6,0.0,-2,-19
COCC#Cc1ccc([C@H]2[C@H](CO)N3CCCCN(C(=O)NC4CCCC4)C[C@@H]23)cc1,0,-1.0,-1,-0.1,-3,0.1,5,-4
OC(C#Cc1ccccc1)(c1ccccc1)c1ccccc1,1,-1.6,-20,-0.1,-3,0.4,-5,-9
CCc1ccc(NC(=O)CSc2nc(N)c(NC(=O)c3ccc(F)c(F)c3)c(=O)[nH]2)cc1,-6,-1.5,18,nt,-2,0.1,-3,3
CCOc1ccc(NC(=O)CC2C(=O)N(CC)C(=S)N2CCN2CCOCC2)cc1 (stereo not given),-2,3.9,-11,nt,nt,0.1,-1,-14
